Bioassay records deposited in PubChem BioAssay by Fisher Drug Discovery Resource Center.
hcGAS inh – human cGAS inhibition | recombinant h-cGAS, ATP depletion, Kinase-Glo luminescence | AID 1259398 | Q8N884 | 0.081% of 290,000 active | inhibition, % at 12.5 µM; in the data active = inhibition above about 40%;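 also: 0% = vehicle reaction and 100% = reaction without DNA for no activity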
Target sequence (Q8N884 whole entry, looked up): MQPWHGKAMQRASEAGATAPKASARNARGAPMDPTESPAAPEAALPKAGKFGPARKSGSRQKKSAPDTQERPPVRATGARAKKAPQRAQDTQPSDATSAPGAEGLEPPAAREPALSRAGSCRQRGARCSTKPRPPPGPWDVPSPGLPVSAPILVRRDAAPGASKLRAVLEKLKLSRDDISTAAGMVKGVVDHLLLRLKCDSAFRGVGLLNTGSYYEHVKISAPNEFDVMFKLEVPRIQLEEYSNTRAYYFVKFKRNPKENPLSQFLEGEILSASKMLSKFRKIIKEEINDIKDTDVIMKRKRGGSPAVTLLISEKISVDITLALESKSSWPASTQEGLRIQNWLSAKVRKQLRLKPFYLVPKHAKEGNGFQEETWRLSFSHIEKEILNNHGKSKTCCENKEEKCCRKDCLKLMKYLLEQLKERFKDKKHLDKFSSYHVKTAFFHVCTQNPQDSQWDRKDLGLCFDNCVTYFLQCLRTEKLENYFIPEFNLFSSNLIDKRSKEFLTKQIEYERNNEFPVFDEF
* = called active by the depositor. Not all compounds are listed; the hit share may differ from the screen's.

Molecule	hcGAS inh
CS(=O)(=O)c1ccc(Oc2ccc3sc(=O)oc3c2)c([N+](=O)[O-])c1	-8.1
Cc1noc(C)c1NC(=O)N1CCCC(N2CCCC2=O)C1 (stereo not drawn)	-4.7
CCn1ccnc1CNC(=O)CC1C(=O)NCCN1CCCc1ccccc1 (stereo not drawn)	-3.7
Clc1ccccc1C1CCN(c2nc(-c3ccncc3)nc3c2CNC3)C1 (stereo not drawn)	-4.9
COc1ccc(/C(C)=N\N2CCOCC2)c(O)c1	-6.2
O=C(Oc1ccc([N+](=O)[O-])cc1)C1CC1c1ccccc1 (stereo not drawn)	-2.3
Cc1ccccc1N1CCN(S(=O)(=O)c2c(C)n[nH]c2C)CC1	-7.9
CC(C(=O)N(C)CCC(C)(C)O)N1CCCC1 (stereo not drawn)	-5.5

Quoted at random: three entries already listed, in no set order.
Molecule	hcGAS inh
Clc1ccccc1C1CCN(c2nc(-c3ccncc3)nc3c2CNC3)C1 (stereo not drawn)	-4.9
CS(=O)(=O)c1ccc(Oc2ccc3sc(=O)oc3c2)c([N+](=O)[O-])c1	-8.1
Cc1ccccc1N1CCN(S(=O)(=O)c2c(C)n[nH]c2C)CC1	-7.9

(list continues)
Molecule	hcGAS inh
Cn1c2c(sc1=NC(=O)c1cccs1)CCc1ccccc1-2	-8.2
CNC(=O)C1CCCCN1C(=O)c1ccc(C)cc1C (stereo not drawn)	-12.6
CC(C)C(C(=O)NCc1ccncc1)c1ccc(Cl)cc1 (stereo not drawn)	-6.3
CC1CCN(Cc2nnnn2CCCC(=O)NCCC2=CCCCC2)CC1	-4.9
O=C(NCC1CCCN(Cc2ccon2)C1)c1n[nH]c2ccccc12 (stereo not drawn)	-2.1
CN(Cc1cnccn1)C(=O)CC1C(=O)NCCN1Cc1cccs1 (stereo not drawn)	1.8
CC(C)c1cc([C@@H]2C[C@H]3CN(Cc4cccc(Cl)c4)C(=O)[C@]34CCCN24)[nH]n1	3.9
COc1ccc(-c2c[n+]3ccccc3c(=O)[nH]2)cc1	-0.2

Next structures.
Molecule	hcGAS inh
CC(C)c1nc(CN(C)C(=O)C2CC(=O)Nc3ccc(F)cc32)cs1 (stereo not drawn)	-6.2
O=C1c2ccccc2C(=O)C1c1ccc(Br)cc1	-0.4
CCN(Cc1ccc(C(C)=O)cc1)CC1CCN(C)C1 (stereo not drawn)	-2.1
Cc1cc(N=C2C(=O)Nc3c(Cl)cc(Cl)cc32)ccc1Br	-8.9
CC(=O)Nc1ccc2nc(CN3C[C@H]4CC=C(C)C[C@H]4C3)ccc2c1	-7.9
O=C(/C=C/Sc1nc2ccccc2o1)c1ccc(Cl)cc1	10.0
OCC1(Cc2cccc(C(F)(F)F)c2)CCN(Cc2nc3ccc(F)cc3[nH]2)CC1	-1.2
CCCn1c(=O)n(CC(N)=O)c(=O)c2c1nc(C(F)(F)F)n2CCOC	-13.1

(more compounds)
Molecule	hcGAS inh
Cn1cnn(CN2CC3(C)CC2CC(C)(C)C3)c1=S (stereo not drawn)	-3.6
CCC(C)n1nccc1NC(=O)c1n[nH]c2ccccc2c1=O (stereo not drawn)	-6.4
Cc1cc(C)cc(C(=O)NCC(=O)N(C)CC23CC4CC(CC(C4)C2)C3)c1	1.7
O=C1CNC(=O)C12CCCc1ccccc12 (stereo not drawn)	5.7
CCC(=O)Nc1ccc(OCC(=O)N2CC=CC2CC)cc1 (stereo not drawn)	-4.9
COc1cccc(-c2[nH]cnc2-c2ccccc2)c1OCCn1ccnc1	-7.4
C=CCN(Cc1ccc(S(C)(=O)=O)cc1)Cc1ccccc1C	-1.9
CCN(Cc1ccc(OC)cc1)C(=O)c1cnc(N2CCOCC2)nc1	-4.8

Next results
Molecule	hcGAS inh
CC(c1ccccc1)n1nccc1N (stereo not drawn)	1.8
CCCc1nc(C)cc(N2CCC3(CC2)CNC(=O)O3)n1	-6.8
O=C(CC1C(=O)NCCN1Cc1ccccc1)NCCn1nc(-c2ccccc2)ccc1=O (stereo not drawn)	-0.4
Cc1cc(C(=O)NCC2CCCN(Cc3ccccn3)C2)n[nH]1 (stereo not drawn)	-0.2
CCn1c(=O)c(=O)[nH]c2cc(C(=O)N3CCCCCC3c3ccc(OC)cc3)ccc21 (stereo not drawn)	-13.4
O=C1CCCN1Cc1cccc(C(=O)N2CCN(Cc3ccc4c(c3)CCO4)CC2)c1	-10.2
CC(=O)OCCn1nc(C)cc1Nc1ccccc1	-12.1
Cc1ccc(O)c(C(=O)N(C)CC(=O)Nc2cccc(F)c2)c1	0.2

Compounds listed so far containing two or more sulfur atoms:
Molecule	hcGAS inh
CS(=O)(=O)c1ccc(Oc2ccc3sc(=O)oc3c2)c([N+](=O)[O-])c1	-8.1
Cn1c2c(sc1=NC(=O)c1cccs1)CCc1ccccc1-2	-8.2

Following part:
Molecule	hcGAS inh
CC1CCN(Cc2nnnn2CC(=O)N2CCCC(C(=O)c3ccccn3)C2)CC1 (stereo not drawn)	-6.0
O=CN(c1ccccc1)c1ccccc1	-8.3
CC(C)Cc1nc(C2(Cn3ccnc3)CC2)n(-c2ccccc2)n1	-6.4
COc1ccc(CC2(CO)CCN(Cc3cc4ccccc4o3)CC2)cc1	-2.9
CC(=O)N1CCN(S(=O)(=O)c2ccc(C)cc2)c2ccccc21	-7.6
CN1CCCC2(CC1)CCN(c1cc(C(=O)O)c3ccccc3n1)CC2	-0.9
Cc1cccc(S(=O)(=O)N2CCC(CO)(Cc3ccccc3)CC2)c1	0.3
N#Cc1ccc(OCC(=O)NNC(=O)c2cncc(Br)c2)cc1	-7.9

Another view of part of the listing above.
CC(=O)N1CCN(S(=O)(=O)c2ccc(C)cc2)c2ccccc21
  hcGAS inh: -7.6

CC(C)Cc1nc(C2(Cn3ccnc3)CC2)n(-c2ccccc2)n1
  hcGAS inh: -6.4

O=CN(c1ccccc1)c1ccccc1
  hcGAS inh: -8.3

COc1ccc(CC2(CO)CCN(Cc3cc4ccccc4o3)CC2)cc1
  hcGAS inh: -2.9

Carrying on:
Molecule	hcGAS inh
O=C(Nc1cccc(-c2ccn[nH]2)c1)C1CCN(Cc2ccc3c(c2)OCCO3)CC1	2.6
Cc1cccc(NC(=O)CCC2CCN(C(=O)C3CCOCC3)CC2)c1	-5.1
CC(=O)Nc1ccc(C)cc1S(=O)(=O)n1ccnc1	-2.1
O=C(Nc1cccc(-c2ccco2)c1)C1CCN(Cc2ccccn2)CC1	-3.8
Cc1ccsc1CNc1ccc(C(=O)N2CCCC(Cn3ccnc3C)C2)cc1 (stereo not drawn)	-5.9
C/C=C(\SC)S(=O)(=O)c1ccc(C)cc1	-2.1
O=C(COC(=O)C1C2CC3C(OC(=O)C31)C2Br)c1cccs1 (stereo not drawn)	-3.4
Cn1c(=NC(=O)c2cn(CC(N)=O)nn2)sc2ccccc21	-5.6

Next section
| Compound | hcGAS inh |
| --- | --- |
| O=C(CC1C(=O)NCCN1Cc1ccccc1C(F)(F)F)NCc1ccco1 (stereo not drawn) | -4.5 |
| O=C1OC2C(Br)C3CC2C1C3C(=O)N1CCOCC1 (stereo not drawn) | -0.3 |
| CC(=O)Nc1ccc(NC(=O)c2ccc(Cl)cc2Cl)cc1 | 1.2 |
| CCN1CCCC(C)(C(=O)NCc2ccc(-c3noc(C)n3)cc2)C1 (stereo not drawn) | -2.1 |
| Cc1nc(CC(=O)NCCSc2nnc(C)s2)cs1 | -2.5 |
| CC(C)(O)C#Cc1ccc(C(=O)N2CCC(n3ccnc3)C2)o1 (stereo not drawn) | -5.5 |
| CCc1ncc(C(=O)N(CC)Cc2c(F)cccc2Cl)cn1 | -4.2 |
| CC(c1cccc(-c2ncc(F)cn2)c1)N(C)C (stereo not drawn) | -5.8 |
| COc1ccc(CC2(CO)CCN(Cc3ccccc3OC(F)F)CC2)cc1 | -3.4 |
| CCc1csc(CNC2CCc3ccc(OC)cc3C2)n1 (stereo not drawn) | -1.1 |
| COc1ccccc1/C=C/CN1CCNC(=O)C1CC(=O)NCCCn1cccn1 (stereo not drawn) | -4.3 |
| Cc1cc(NC(=O)CCc2ccc(Cl)cc2Cl)n[nH]1 | -6.3 |
| Cc1cc(C)n(-c2ccc(NC(=O)C3CCN(Cc4ccncc4)CC3)cc2)n1 | -3.4 |
| Cc1c(C(C)NC(=O)CCC(=O)c2ccc(F)cc2)cnn1-c1ccccn1 (stereo not drawn) | -4.7 |
| CCN(C(=O)c1cccc(NC(=O)CN2CCOC2=O)c1)c1ccccc1 | -6.5 |
| c1ccc(-c2nc[nH]c2-c2ccc(OCCn3ccnc3)cc2)cc1 | -6.0 |
| Cn1c(NC2CC2c2cccc(Cl)c2)c(C#N)c(=O)n(C)c1=O (stereo not drawn) | -6.2 |
| CCCC1COCCN1C(=O)CCc1c[nH]c2ccccc12 (stereo not drawn) | -5.0 |
| CC#CC(=O)N1CCC(CO)(CCOc2ccccc2)CC1 | 3.8 |
| CO[C@H]1COC[C@@H]1NC(=O)CCC(=O)Nc1ccccc1SC | -2.4 |

(continued)
| Compound | hcGAS inh |
| --- | --- |
| Cc1cc(C(=O)N2CCC3(CCCN(C)C3=O)C2)c2ccc(F)cc2n1 (stereo not drawn) | -4.1 |
| O=C(CCC(=O)N1CCN(C(=O)C2CC2)CC1)c1ccc(Br)cc1 | -10.1 |
| CC(C)(C)C1COC(c2cccc(C3=NC(C(C)(C)C)CO3)n2)=N1 (stereo not drawn) | -3.7 |
| CNC(=O)[C@@H]1C[C@@H](N)CN1Cc1cccc(Oc2ccc(Cl)cc2)c1 | -8.8 |
| CCCN(CC(=O)Nc1cccc(C)c1C)S(=O)(=O)c1ccc(F)cc1 | -9.7 |
| COCC(=O)NC(C)c1cnn(-c2cccc3ccccc23)c1C (stereo not drawn) | -2.0 |
| CCCCCCCCCCCCCCCC(=O)O[C@@H]1[C@@H](O)[C@@H](O)C([C@H](NC(=O)[C@@H]2C[C@@H](CCC)CN2C)[C@H](C)Cl)O[C@@H]1SC (stereo partly drawn) | -2.0 |
| CC1C/C(=C/c2ccccn2)C(=O)/C(=C/c2ccccn2)C1 (stereo not drawn) | -11.2 |
| CCN(CC)S(=O)(=O)N1CCn2nc(C(=O)N3CCCC3)cc2C1 | -0.9 |
| COc1ccc(-c2csc3ncnc(N(C)CCO)c23)cc1 | -15.4 |
| Cc1cc(CN(C)C(=O)CCCn2nnnc2CN2CCC(C)CC2)n[nH]1 | 0.7 |
| Cc1cc(NC(=O)c2ccc(OC(F)(F)F)cc2)n[nH]1 | 0.2 |
| COc1cccc(CC2(CO)CCN(c3nnnn3-c3ccccc3)CC2)c1 | -5.4 |
| Cc1cnc(C)c(-c2cc(O)c3c(c2)CN(Cc2snnc2C)CCO3)n1 | -1.1 |
| CCc1csc(CNC2CCN(CC(C)C)CC2)n1 | -1.0 |
| CCc1ccccc1-c1ncccc1NC(=O)C1CC1 | -3.0 |
| CC(C)(O)C#Cc1cccc(C(=O)NCc2ccc3c(c2)OCCCO3)c1 | -5.3 |
| CC(CC(=O)c1cccc([N+](=O)[O-])c1)C(=O)O (stereo not drawn) | -4.8 |
| CC(C)(C)CN1CCC(Oc2cccc(C(=O)NCc3ccccc3)c2)CC1 | -6.3 |
| CC1=CC(=NNC(=O)c2ccc(Br)cc2)CC(C)(C)C1 | -1.6 |

New compounds follow
| Compound | hcGAS inh |
| --- | --- |
| COCC(=O)N1CCCC1c1ncc(-c2ccc(Cl)cc2)[nH]1 (stereo not drawn) | 2.1 |
| CSc1nc2nc(C)c(CC(=O)NC3CCC(C)CC3)c(C)n2n1 (stereo not drawn) | -12.2 |
| O=C(C1=CCCC1)N1CCCC(CNC(=O)C2(c3ccc(Cl)cc3)CC2)C1 (stereo not drawn) | 4.1 |
| CCSCC(C)NCc1cccc(-n2cccn2)c1 (stereo not drawn) | -2.6 |
| C=CCNC(=O)CCSc1nc(-c2ccco2)cc(C(F)(F)F)n1 | -7.1 |
| CN1N=C(C(=O)Nc2nc(-c3ccccc3)c(-c3ccccc3)s2)CCC1=O | -7.3 |
| COc1ccc(C(=O)N2CCCC(C(=O)NCC(=O)NC(C)C)C2)c2ccccc12 (stereo not drawn) | -2.0 |
| CCn1cc(Cn2ccnc2-c2ccc(S(=O)(=O)NC)cc2)cn1 | 5.6 |
| COc1ccc(CN(C)C(C)C(=O)Nc2nccs2)c2cccnc12 (stereo not drawn) | -2.0 |
| CCCCOc1nc(N)nc(-c2ccc(Cl)cc2)c1N | -7.1 |
| Cc1nc(C(=O)NCCN2CCOC2=O)cs1 | -1.2 |
| COC(=O)CCCC(=O)N1CCCC(CNC(=O)Cc2ccc(OC)cc2)C1 (stereo not drawn) | -5.7 |
| CCCNC(=O)CNC(=O)c1scnc1C | -10.8 |
| CC(c1ccon1)N(C)CCC(=O)Nc1nc2ccccc2s1 (stereo not drawn) | -4.7 |
| Cc1[nH]c2ccc(CNc3ncnc4onc(C)c34)cc2c1C | -8.5 |
| CCc1ccccc1NC(=O)CN(C)C(C)C(=O)Nc1cc(Cl)cc(Cl)c1 (stereo not drawn) | 3.7 |
| CCOC(=O)c1c(C2CC2)csc1NC(=O)c1cnc(C)cn1 | -9.9 |
| Cc1ccc(/C=C/C(=O)N2CCC(=O)CC2)c(Br)c1 | -10.7 |
| CC(C)(C)c1ccc(S(=O)(=O)CC2CSc3nnc(N)n32)cc1 (stereo not drawn) | -4.6 |
| CN1CCC(n2cnc(-c3ccccc3)c2-c2cc3ccccc3[nH]2)CC1 | 1.7 |

Remaining list, next part.
| Compound | hcGAS inh |
| --- | --- |
| Cc1ccc2c(CBr)cc(=O)[nH]c2c1 | -1.1 |
| Cc1ccn2c(CNC(C)CCn3cccn3)c(C(=O)N3CCCCCC3)nc2c1 (stereo not drawn) | -0.9 |
| CN(Cc1cnccn1)C(=O)c1ccc(CSc2ncccn2)o1 | -3.2 |
| CC1CCN(Cc2nnnn2CC(=O)NCCCOc2cccnc2)CC1 | -6.8 |
| CC(C)CNC(=O)CSc1nc2nn(-c3ccccc3)c(=O)c-2c2n1CCCCC2 | -0.5 |
| C#CCCCNc1nc(Cl)cn(-c2ccccc2)c1=O | -3.7 |
| COc1ccc(-n2c(=O)c3ccccc3c3cc(C#N)c(=O)oc32)cc1 | -4.6 |
| CC(C)(C)c1nnc2c(-c3nc4ccccc4s3)c(N)[nH]n2c1=O | -4.6 |
| O=C(CCSc1ccc2c(c1)OCCO2)NCc1cnc2ccccc2c1 | -5.7 |
| CSCCCNC(=O)CC1C(=O)NCCN1CCCc1ccccc1 (stereo not drawn) | -4.9 |
| NC(=O)c1ccc(-c2nnc(SC3CCCC3)c3ccccc23)cc1 | -9.6 |
| CC(C)C1CN(Cc2ccc(S(C)(=O)=O)cc2)CCCN1CC1CC1 (stereo not drawn) | -7.0 |
